APP transl inh: APP translation inhibition. SH-SY5Y APP 5'UTR-luciferase reporter, luminescence. inhibition, % at 2 µM. actives 0.82% (n = 190,000). AID 1285;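 active means inhibition above a set limit, derived from the sample mean plus 3 SD, cut at about 45% in these data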; further: values of inactives mirror those of a sister screen read the other way
Diaph act CS: activates diaphorase or chemically reduces, flagging diaphorase assay artifacts | Diaphorase/resazurin coupled assay, resorufin fluorescence, 16 min; stronger effect = higher value; 1 = vehicle wells, 0 = NADH-free wells | activation factor at 20 µM | actives 0.005% (n = 190,000);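 active means diaphorase activity raised at least twofold by the compound at 20 µM; inactive means activation factor below 2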
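Test system: Clostridium kluyveri diaphorase, purified enzyme. Buffer or medium: 50 mM HEPES pH 7.4 buffer plus MgCl2 and Tween 20. Also added: 0.114 mM NADH and 0.1 mM resazurin, final amounts. Dosing: compound 20 µM once, DMSO 1%. Schedule: 16 min enzyme reaction, ambient temperature. Detection: fluorescence of resorufin, 544 nm excitation, 590 nm emission.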
STAT1 inh: STAT1 signaling inhibition | NIH 3T3 STAT1-luciferase reporter, IFN-gamma, luminescence | AID 920 | inhibition, % at 5.5 µM | actives 0.35% (n = 200,000);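 active means inhibition above a set limit, the mean inhibition across all tested compounds plus 3 SD, cut at about 34% in these data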;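 further: 0% = IFN-gamma with DMSO and 100% = IFN-gamma with 300 µM nifuroxazide; values of inactives mirror those of a sister screen read the other way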
STAT1 activator: STAT1 signaling activation; actives 2.6% (n = 200,000); NIH 3T3 STAT1-luciferase reporter, IFN-gamma, luminescence; 100% = IFN-gamma alone, no compound; activation (% of control), % at 5.5 µM;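 active means activation above the screen-wide mean activation plus 3 SD, cut at about 130% in these data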;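 further: raw ratio to IFN-gamma control signal so 100% means no change and 0% no light; values of inactives mirror those of a sister screen read the other way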
STAT3 act: increases IL-6 driven STAT3 reporter signal; U3A cells, IL-6 STAT3-luciferase reporter, luminescence; 100% = signal with IL-6 EC80 alone; activation (% of control), % at 5.6 µM; actives 0.91% (n = 190,000); AID 871;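 active means activation above the screen-wide mean of compound activation plus 3 SD, cut at about 130% in these data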;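 further: 0% = background luminescence of wells with medium and substrate only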
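system = STAT3-luciferase reporter U3A cells | reagent = IL-6 stimulus at 33 ng/mL final | timing = 1 h compound pre-exposure, 6 h IL-6 stimulation, 37 °C | measured by = luminescence | evaluation = % activation versus median of IL-6-stimulated wells | control set = IL-6-only wells as 100% reference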
G6PDH CS: L. mesenteroides G6PDH inhibition counter-screen; Purified L. mesenteroides G6PDH, diaphorase/resazurin coupled fluorescence, 45 min; inhibition, % at 5 µM; actives 0.12% (n = 200,000); AID 1020; in the data active means inhibition above about 50%
STAT3 inh: inhibitors of IL-6 induced STAT3 signaling; actives 0.89% (n = 190,000); inhibition, % at 5.5 µM; U3A cells, IL-6 STAT3-luciferase reporter, luminescence; host cell line lacks STAT1; AID 862;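 active means inhibition above the mean inhibition across all screened compounds plus 3 SD, cut at about 44% in these data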;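 further: 0% = DMSO only wells and 100% = 100 µM nifuroxazide control wells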
Hsp70 act: Hsp70 transcriptional activation, primary screen. HeLa Hsp70 promoter luciferase reporter, luminescence; scaled: vehicle 0, proteasome-inhibitor control 100%. activation, % at 10 µM. actives 0.04% (n = 200,000). AID 1203;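 active means activation above the mean across all tested compounds plus 3 SD, cutoff set per campaign, cut at about 5.5% in these data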;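 further: 100% = MG132 at 30 µM as the positive control and 0% = DMSO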
TLR4-MyD88 BLA: TLR4-MyD88 interaction inhibition in cells. HeLa CL3-4 TLR4/MyD88 BLA complementation, FRET ratio. actives 0.18% (n = 200,000). O00206+Q99836. AID 861. inhibition, % at 8.4 µM; in the data active means inhibition above about 25%;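 further: 0% = vehicle and 100% = reference inhibitor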
Target sequence (O00206 whole entry, looked up): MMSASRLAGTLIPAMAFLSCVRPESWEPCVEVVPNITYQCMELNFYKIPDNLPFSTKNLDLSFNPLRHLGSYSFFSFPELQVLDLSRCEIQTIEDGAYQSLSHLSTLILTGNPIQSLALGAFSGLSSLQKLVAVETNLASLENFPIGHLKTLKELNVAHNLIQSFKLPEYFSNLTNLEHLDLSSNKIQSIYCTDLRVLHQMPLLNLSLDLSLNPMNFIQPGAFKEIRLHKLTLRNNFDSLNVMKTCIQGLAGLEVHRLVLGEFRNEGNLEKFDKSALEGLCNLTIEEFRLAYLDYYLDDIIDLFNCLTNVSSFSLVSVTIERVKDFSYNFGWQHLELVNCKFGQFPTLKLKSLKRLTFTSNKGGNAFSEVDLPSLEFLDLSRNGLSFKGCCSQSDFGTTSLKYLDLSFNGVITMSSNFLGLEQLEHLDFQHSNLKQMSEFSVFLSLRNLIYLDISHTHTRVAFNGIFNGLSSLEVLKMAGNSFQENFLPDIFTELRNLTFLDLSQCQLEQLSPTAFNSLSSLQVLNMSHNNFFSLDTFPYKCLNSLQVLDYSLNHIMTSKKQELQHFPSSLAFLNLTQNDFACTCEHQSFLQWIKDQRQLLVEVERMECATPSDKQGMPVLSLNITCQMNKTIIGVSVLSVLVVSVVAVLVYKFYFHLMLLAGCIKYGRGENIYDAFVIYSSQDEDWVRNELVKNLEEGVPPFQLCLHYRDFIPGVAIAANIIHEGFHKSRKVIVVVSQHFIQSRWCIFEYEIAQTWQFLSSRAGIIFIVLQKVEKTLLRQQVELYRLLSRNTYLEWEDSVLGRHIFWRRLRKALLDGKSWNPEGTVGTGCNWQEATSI
Target sequence (Q99836 whole entry, looked up): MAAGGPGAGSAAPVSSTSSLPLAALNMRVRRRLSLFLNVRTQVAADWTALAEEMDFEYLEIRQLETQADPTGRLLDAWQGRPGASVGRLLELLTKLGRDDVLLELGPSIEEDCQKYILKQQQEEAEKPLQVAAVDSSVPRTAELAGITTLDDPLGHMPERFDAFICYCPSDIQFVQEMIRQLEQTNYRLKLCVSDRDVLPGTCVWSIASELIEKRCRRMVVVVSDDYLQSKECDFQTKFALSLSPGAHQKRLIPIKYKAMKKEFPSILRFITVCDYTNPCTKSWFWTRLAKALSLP
Diaph inh CS: diaphorase inhibition or chemical oxidation counter-screen | actives 0.69% (n = 190,000) | inhibition, % at 20 µM | diaphorase resazurin-to-resorufin fluorescence, NADH, 16 min; bacterial (C. kluyveri) enzyme, not human | AID 1217;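 active means primary screen inhibition at 20 µM above a set limit, cut at about 50% in these data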;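 further: plate controls were DMSO with full reaction for no effect and wells lacking NADH for full effect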
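System: Bacterial diaphorase enzyme (C. kluyveri) | Incubation: 16-min room-temperature incubation before reading | Benchmarks: No-NADH positive control and DMSO neutral control | Measured by: Resorufin fluorescence 544/590 nm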
* marks the source's active call; other numbers are inactive results; . = not tested or not shown.

The opening four entries (preview)
no.	structure	APP transl inh	Diaph act CS	STAT1 inh	STAT1 activator	STAT3 act
1	CNc1nc(Sc2ccc(C)cc2)cc(C(F)(F)F)n1	-13	0.7	-4	104	125
2	Cc1ccccc1C(=O)NC(=S)Nc1ccc(Oc2ccc(Cl)cc2)cc1	9	0.8	1	99	95
3	CN(C)CCCOc1cccc(Oc2ccccc2)c1	19	0.9	-5	105	90
4	O=C1CC(c2cccnc2)c2cc3c(cc2N1)OCO3 (centres undefined)	8	0.9	2	99	101

no.	G6PDH CS	STAT3 inh	Hsp70 act	TLR4-MyD88 BLA	Diaph inh CS
1	-1	-23	-0.3	1	29
2	9	7	-0.2	-18	17
3	8	11	-0.1	1	13
4	-17	-1	-0.1	11	11

Main list, from the start:
no.	structure	APP transl inh	Diaph act CS	STAT1 inh	STAT1 activator	STAT3 act
1	CNc1nc(Sc2ccc(C)cc2)cc(C(F)(F)F)n1	-13	0.7	-4	104	125
2	Cc1ccccc1C(=O)NC(=S)Nc1ccc(Oc2ccc(Cl)cc2)cc1	9	0.8	1	99	95
3	CN(C)CCCOc1cccc(Oc2ccccc2)c1	19	0.9	-5	105	90
4	O=C1CC(c2cccnc2)c2cc3c(cc2N1)OCO3 (centres undefined)	8	0.9	2	99	101
5	COc1ccccc1NC(=O)COC(=O)C1CC1	14	1	-2	101	100
6	COC(=O)c1ccc(COC(=O)c2ccc(-n3cnnn3)cc2)o1	-15	1.1	-3	102	98
7	CCOC(=O)C1CCN(C(=O)c2cccc(NC(=O)C(CC)CC)c2)CC1	-6	0.9	2	98	98
8	O=S(=O)(Nc1ccc2nc(-c3ccco3)[nH]c2c1)c1ccccc1	-55	0.8	-14	112	100
9	CC1N(C)c2cc(NC(=O)c3ccco3)c(P(=O)(Nc3ccc([N+](=O)[O-])cc3)N3CCOCC3)cc2C1(C)C (centres undefined)	7	0.7	2	98	110
10	CCC(C)(C)NC(=O)C(c1ccc(F)cc1)N(Cc1ccco1)C(=O)c1cnccn1 (centres undefined)	8	0.9	1	99	93

no.	G6PDH CS	STAT3 inh	Hsp70 act	TLR4-MyD88 BLA	Diaph inh CS
1	-1	-23	-0.3	1	29
2	9	7	-0.2	-18	17
3	8	11	-0.1	1	13
4	-17	-1	-0.1	11	11
5	3	4	-0.3	8	3
6	5	11	-0.4	-5	-5
7	3	6	-0.2	-5	6
8	5	2	0.4	0	20
9	1	-11	-0.1	-1	29
10	8	10	-0.1	-8	7

3 structures already listed, sorted by count of non-hydrogen atoms, smallest number first:
no.	structure	APP transl inh	Diaph act CS	STAT1 inh	STAT1 activator	STAT3 act
4	O=C1CC(c2cccnc2)c2cc3c(cc2N1)OCO3 (centres undefined)	8	0.9	2	99	101
7	CCOC(=O)C1CCN(C(=O)c2cccc(NC(=O)C(CC)CC)c2)CC1	-6	0.9	2	98	98
9	CC1N(C)c2cc(NC(=O)c3ccco3)c(P(=O)(Nc3ccc([N+](=O)[O-])cc3)N3CCOCC3)cc2C1(C)C (centres undefined)	7	0.7	2	98	110

no.	G6PDH CS	STAT3 inh	Hsp70 act	TLR4-MyD88 BLA	Diaph inh CS
4	-17	-1	-0.1	11	11
7	3	6	-0.2	-5	6
9	1	-11	-0.1	-1	29

Continued:
no.	structure	APP transl inh	Diaph act CS	STAT1 inh	STAT1 activator	STAT3 act
11	Cc1ncc(N=Nc2ccccc2)c(-c2ccccc2)n1	4	0.9	4	93	100
12	CCC1CCCCN1C(=O)CSc1nnc(-c2ccc(OC)cc2)o1 (centres undefined)	2	0.9	-4	103	102
13	COC(=O)CN1C(=S)N(c2ccc(OC)cc2)C(=O)C1CC(=O)Nc1ccc(F)cc1 (centres undefined)	7	0.9	1	99	100
14	CC(=O)Oc1ccc2ccccc2c1C(NC(=O)C(C)C)c1cccc([N+](=O)[O-])c1 (centres undefined)	-20	1	2	98	103
15	CC1CCCC(n2cnc3cc(C(=O)O)ccc32)C1C (centres undefined)	10	0.9	-3	101	103
16	CCOC(=O)N1CCN(C(=O)COc2ccccc2OC)CC1	-2	0.9	11	90	108
17	C=CCn1c(C)cc(C2=NNC(=NC(C)(C)C)SC2)c1C	-128	0.9	-9	108	52
18	CC(C)CNC(=O)COC(=O)c1ccc(F)cc1Cl	-16	0.9	-3	102	107
19	Cc1ccc2c(c1)N(CC(=O)NCc1ccco1)C(=O)CO2	-5	0.9	0	100	92
20	CCOC(=O)c1c(NC(=O)CNCCO)sc(C)c1C	6	0.8	7	93	95

no.	G6PDH CS	STAT3 inh	Hsp70 act	TLR4-MyD88 BLA	Diaph inh CS
11	5	9	0.0	-2	10
12	-40	3	-0.1	-10	13
13	0	5	0.0	4	8
14	4	-6	-0.1	6	2
15	4	6	-0.2	-17	10
16	-2	-5	-0.4	8	14
17	3	58*	-0.5	-16	11
18	5	0	0.0	-3	13
19	2	13	-0.4	19	7
20	2	9	-0.2	-3	16

(listing goes on)
no.	structure	APP transl inh	Diaph act CS	STAT1 inh	STAT1 activator	STAT3 act
21	CCCC(=O)Nc1ccc(S(=O)(=O)N2CCOCC2)cc1	31	1	3	99	99
22	Cc1cc(C)c(NC2=NCC(=O)N2C2CCCCC2)c(C)c1	-16	0.9	-5	105	121
23	COc1ccc(Br)cc1/C=C/C(=O)Nc1ccc2ccccc2c1	0	0.8	3	98	106
24	CN(CCOCCOc1ccc2ccccc2c1)Cc1ccccc1	-7	0.9	0	100	95
25	CC(=O)OCC(OC(C)=O)C(OC(C)=O)C(OC(C)=O)C(=O)Nc1ccccc1 (centres undefined)	-11	1.1	4	95	105
26	O=C(NC1(C(F)(F)F)N=C(c2ccccc2)NC1=O)c1ccccc1F (centres undefined)	5	0.8	-11	110	102
27	COc1ccc(NCC(=O)N/N=C(\C)c2cc3ccccc3o2)cc1	-15	1	-5	103	93
28	COc1cccc(-c2noc(C3CCCN(S(=O)(=O)c4cccc(Cl)c4C)C3)n2)c1 (centres undefined)	-9	0.9	-6	105	104
29	O=[N+]([O-])c1ccc(CN2CCN(c3ccc4ccccc4n3)CC2)cc1	-12	0.9	2	96	95
30	CCN(C(=O)COC(=O)c1ccc2[nH]c3c(c2c1)CCCC3)C1CCS(=O)(=O)C1 (centres undefined)	-12	1	-9	108	90

no.	G6PDH CS	STAT3 inh	Hsp70 act	TLR4-MyD88 BLA	Diaph inh CS
21	-2	5	-0.2	0	2
22	20	-20	0.1	-8	10
23	13	-2	0.6	3	25
24	11	11	-0.2	-8	5
25	12	-4	-0.4	-10	-8
26	-4	1	-0.2	2	18
27	-6	17	0.0	-8	-2
28	11	1	0.4	1	12
29	-3	15	-0.3	-5	6
30	-1	15	-0.1	-7	4

Additional compounds follow:
no.	structure	APP transl inh	Diaph act CS	STAT1 inh	STAT1 activator	STAT3 act
31	CC(C)Oc1ccc(C(=O)NCc2cccs2)cc1	.	0.9	-9	108	98
32	CC(C)NC(=O)NC(=O)COc1ccc(Br)cc1Br	-203	1	-88	179*	83
33	CC12CCC(C(=O)N(c3ccccc3Cl)C1=O)C2(C)C (centres undefined)	-8	1	-1	101	97
34	COc1ccc(Nc2oc(COc3ccccc3F)nc2C#N)cc1	-1	0.8	-4	103	86
35	Cc1cccc(OCc2nnc(SCC(=O)N3CCN(c4ccccc4)CC3)o2)c1C	-12	0.9	3	97	102
36	CN(C)c1cc(NC(=O)CNC(C)(C)CC(C)(C)C)c2ccccc2n1	-8	1	6	94	97
37	Cc1ccccc1-n1nc2c(c1NC(=O)/C=C\c1ccc3c(c1)OCO3)CSC2	-5	0.7	-1	101	107
38	CCOC(=O)C1=NN(c2ccc(C)cc2)CC1C(=O)OC (centres undefined)	-6	1.1	-6	105	103
39	Cc1ccc(SCCCn2cnc3ccccc3c2=O)cc1	10	0.8	10	91	99
40	Cc1ccc(S(=O)(=O)n2nc(-c3ccco3)nc2N)cc1	22	1.2	-1	100	96

no.	G6PDH CS	STAT3 inh	Hsp70 act	TLR4-MyD88 BLA	Diaph inh CS
31	1	1	0.0	-10	5
32	-7	20	-0.3	7	4
33	-14	4	-0.3	-25	0
34	3	25	0.2	-5	16
35	2	0	0.2	-2	14
36	2	6	-0.2	10	-2
37	14	-8	-0.2	-2	28
38	12	-3	0.0	-1	-6
39	2	6	0.1	-1	17
40	0	7	0.1	-8	-16

Next entries:
no.	structure	APP transl inh	Diaph act CS	STAT1 inh	STAT1 activator	STAT3 act
41	CCc1cccc(C)c1NC(=S)NCC(c1cccnc1)N1CCOCC1 (centres undefined)	-12	1	0	100	103
42	Nn1c(=O)[nH]c2c([nH]c3ccccc32)c1=O	-2	0.8	18	83	147*
43	CC(/C=N/NC(=O)C(O)c1ccccc1)=C\c1ccccc1 (centres undefined)	-15	0.9	-11	110	118
44	COc1ccc(S(=O)(=O)N2Cc3ccccc3CC2C(=O)O)cc1 (centres undefined)	.	0.9	0	100	106
45	Cc1cccc2nc(Cn3c(=O)n(CCC(=O)NCc4ccco4)c(=O)c4sccc43)cc(=O)n12	-12	0.8	2	99	97
46	O=C(O)CCC(=O)N1CCOc2ccc(Cl)cc21	-8	0.9	2	98	103
47	O=C(NCCc1ccccn1)c1cc(-c2ccc(Cl)cc2)nc2ccccc12	10	0.8	-1	101	100

no.	G6PDH CS	STAT3 inh	Hsp70 act	TLR4-MyD88 BLA	Diaph inh CS
41	1	0	-0.3	-1	-1
42	6	-45	-0.2	-7	16
43	2	-9	0.4	2	12
44	3	-9	-0.5	-6	13
45	-4	10	-0.1	2	17
46	0	-1	-0.1	-4	13
47	-19	-1	-0.2	-1	18

Screening results: PubChem BioAssay, several laboratories
